Source: PubChem BioAssay
HTT aggregate = inhibitors of mutant huntingtin aggregate formation in PC12 cells; PC12 HttQ103-GFP aggregates, Acumen cytometry, 40 h; Potency, µM (highest dose often 46.1 µM), for inactives: at the top dose activity change, negative = inhibition, usual class: inhibitors; 220,000 compounds, 1.1% hits; AID 1688; note: potency is the fitted concentration of half-maximal effect; % is set by controls: 0 for no effect and ±100 for the full control effect; nearly all actives have a fitted effect of over 60% in size
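Compounds (qHTS titration) were added to PC12 cells expressing an ecdysone-driven HTT exon 1 Q103–GFP fusion after induction with 100 nM tebufenozide. Aggregate formation was measured as GFP objects in cell lysates.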
HTT ATP protect = Huntington cell model cytoprotection by ATP luminescence; PC12 HTT-Q103 induced, cytoprotection, ATP luminescence, 40 h; 230,000 compounds, 0.14% hits; Potency, µM (doses to about 56.4 µM), for inactives: cytoprotection (ATP increase), hits mostly activators;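 note: potency is the fitted concentration of half-maximal effect; % of control where 0% means no effect; nearly all actives have a fitted effect of over 45% in size; toxic huntingtin expression switched on by the ecdysone agonist tebufenozide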
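Compounds were screened for protection of PC12 cells against cell death after tebufenozide induction (100 nM final) of mutant Huntingtin exon 1 (Q103) fused to GFP.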
CBFb-RUNX1 inh = CBF-beta/RUNX1 interaction disruption; Potency, µM (titrated, usually from 59.8 µM), inactives show at the top dose activity, negative = inhibition, actives largely listed as inhibitors; 230,000 tested, under 10 active; AlphaScreen CBFb-His/RUNX1-biotin binding, biochemical; AID 1477; Q01196+Q13951; note: % of control where 0% means no effect
Target sequence (Q01196 whole entry, looked up): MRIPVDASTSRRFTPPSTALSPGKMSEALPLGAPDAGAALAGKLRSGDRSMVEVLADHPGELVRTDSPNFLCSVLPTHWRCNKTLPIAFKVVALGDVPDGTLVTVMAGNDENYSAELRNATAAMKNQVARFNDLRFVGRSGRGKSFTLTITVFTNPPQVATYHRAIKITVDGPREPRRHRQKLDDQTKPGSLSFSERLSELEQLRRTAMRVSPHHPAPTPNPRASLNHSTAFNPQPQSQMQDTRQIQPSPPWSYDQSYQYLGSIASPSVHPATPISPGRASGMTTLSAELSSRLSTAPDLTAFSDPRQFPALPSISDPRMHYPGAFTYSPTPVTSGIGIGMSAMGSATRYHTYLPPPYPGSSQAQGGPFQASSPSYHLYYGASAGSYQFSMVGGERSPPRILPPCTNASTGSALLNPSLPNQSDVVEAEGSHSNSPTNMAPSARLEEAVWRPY
Target sequence (Q13951 whole entry, looked up): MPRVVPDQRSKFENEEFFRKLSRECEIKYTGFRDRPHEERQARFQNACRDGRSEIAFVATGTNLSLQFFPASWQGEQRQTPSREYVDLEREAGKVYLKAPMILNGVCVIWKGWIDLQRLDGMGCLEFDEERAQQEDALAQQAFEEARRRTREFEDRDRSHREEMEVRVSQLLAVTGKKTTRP
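CBFb-His/RUNX1-biotin, 30 nM each, preincubated 20 min RT; compound 15 min RT; Ni + streptavidin beads 50 ng each, 90 min RT; AlphaScreen read.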
SMN2 splice enh = increases expression of the SMN2 splice variant | HEK293 SMN2-luciferase splicing reporter, luminescence, 30-36 h | Potency, µM (doses to about 46.1 µM), for inactives: top-dose activity change, positive = activation, actives largely listed as activators | 210,000 compounds, 2.8% hits; note: potency is the fitted concentration of half-maximal effect; % of control where 0% means no effect; nearly all actives have a fitted effect of over 55% in size
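HEK293 cells carry an SMN2 minigene-luciferase reporter in which exon 7 inclusion puts luciferase in frame. Cells were seeded at 2000 cells/well, attached for 10-12 hours, then exposed to compounds for 30-36 hours at 37C before ONE-Glo luminescence.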
Luc counter = Kinase-Glo luciferase inhibition (counter-screen); 200,000 compounds, 0.28% hits; Kinase-Glo luciferase, ATP luminescence, 8 min; AID 1379; Potency, µM (highest dose often 38.3 µM), inactives show at the top dose activity change, negative = inhibition, hits mostly inhibitors; Q27757; note: potency is the fitted concentration of half-maximal effect; % is set by controls: 0 for no effect and ±100 for the full control effect; nearly all actives have a fitted effect of over 60% in size
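Inhibition of Kinase-Glo luciferase light generation was assessed at 10 uM ATP in pH 7.2 imidazole buffer, with luminescence measured after eight minutes at ambient temperature.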
LMNA splice mod = modulators of lamin A splicing. Potency, µM (doses to about 46.1 µM), for the others: at the top dose ratio change, negative = inhibition, most hits filed as inhibitors. 200,000 compounds, 0.01% hits. HeLa LMNA splicing GFP/RFP minigene ratio, 48 h; active = well fitted inhibition curve with a large enough effect in the signal ratio, with a control signal flat, not every such curve was filed as active; inconclusive = small, poorly fitted or top-dose-only effect, or effect the other way, or a change in a side signal; the % refers to the signal ratio; note: potency is the fitted concentration of half-maximal effect; % is set by controls: 0 for no effect and ±100 for the full control effect
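S3 HeLa stable clones carrying a lamin A-EGFP splicing minigene plus DsRed2 were seeded at 600 cells/well in Opti-MEM with 2% FBS, pin-dosed and incubated 48 h at 37°C. Acumen cytometry (488 nm) gave the GFP/RFP total-intensity ratio.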
IMPase Li inh = IMPase inhibition in cells with lithium potentiation; Potency, µM (highest dose often 59.4 µM), without a hit: at the highest dose activity, negative = IMPase inhibition, actives largely listed as inhibitors; CHO-M1 cells, IP1 TR-FRET (IP-One), carbachol + lithium; 210,000 compounds, 0.35% hits;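 note: IP1 builds up when IMPase is blocked and the TR-FRET signal falls; potency is the fitted concentration of half-maximal effect; plate controls were basal vehicle for no effect and high inhibitor control for full effect; nearly all actives have a fitted effect of over 50% in size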
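Test compounds were applied to CHO-M1 cells previously cultured for 16–30 h at 2000 per well. A small lithium amount accompanied them; after 30 min at 37C, IP1 was quantified by TR-FRET.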
Numbers without * were called inactive; ? = inconclusive; . = no result given; [ ] = remark or other dose. Unless noted, calls come from the whole dose curve; as a rule, active = well fitted curve in the direction sought with a large enough effect; inconclusive = small, poorly fitted or top-dose-only effect, or another doubt; inactive = no such curve, though single readings can be large; an effect the other way counts as inactive or inconclusive.

SMILES | HTT aggregate | HTT ATP protect | CBFb-RUNX1 inh | SMN2 splice enh | Luc counter | LMNA splice mod | IMPase Li inh
COCCCNC(=S)N1CCN(c2ccc([N+](=O)[O-])cc2)CC1 | -23% | 9%[10 µM] | -2% | -36%[inhibitor] | 1% | ? | 4%
CCN(CC)S(=O)(=O)c1ccc(NC(=O)COC(=O)CN2C(=O)c3ccccc3C2=O)cc1 | 10% | 6% | 6% | -11% | 0% | -2% | 17%[38.3 µM]
O=C(CN1C(=O)NC2(CCCc3ccccc32)C1=O)Nc1cccc(S(=O)(=O)N2CCCCC2)c1 (configuration not stated) | 7% | 30%[10 µM] | -7% | -21% | -1% | ? | -2%
CC1CCN(CCCCOc2ccccc2-c2ccccc2)CC1 | 9% | -16%[10 µM] | 0% | -8% | -1% | -13% | 17%
CN(Cc1ccccc1)C(=O)c1ccccc1C(=O)O | 7% | -31%[inhibitor] | 3% | 12% | -2% | -10%[46 µM] | -4%
COc1ccc(-n2nc(C(=O)NCC(=O)NCC3CCCO3)c3ccccc3c2=O)c(OC)c1 (configuration not stated) | 1% | -14% | 3% | . | . | 2% | .
CC1CCCCC1NC(=O)Cn1nc(-c2ccccc2)ccc1=O (configuration not stated) | 9% | -4%[10 µM] | 13% | -1% | -3% | -11% | 9%[38.3 µM]
O=C(Nc1ccccc1)Nc1ccc(Br)cc1F | -25% | 1%[10 µM] | 7% | 13µM* | 2% | ? | -2%
COc1ccc(/C=C/C(=O)NC(=S)Nc2ccc(S(N)(=O)=O)cc2)cc1 | -3%[9.22 µM] | 24%[10 µM] | 2% | . | . | . | .
CC(=O)[C@@]1(O)CC[C@H]2[C@@H]3C[C@H](C)C4=CC(=O)C=C[C@]4(C)[C@@]3(F)[C@@H](O)C[C@@]21C | ? | . | 18% | -17% | -2% | 7% | -6%
O=C(CNc1cc(S(=O)(=O)N2CCOCC2)ccc1N1CCCC1)NCc1ccco1 | 0% | -13% | -4% | -4% | 3% | -6%[46 µM] | 7%
Cc1onc(-c2ccccc2Cl)c1C(=O)NCc1cccs1 | -1% | 17% | -3% | -48% | 0% | 2% | 5%[38.3 µM]
CCc1ccc(/C=c2\s/c(=C\C(=O)C(C)(C)C)[nH]c2=O)cc1 | 14µM* | -19% | 10% | 10% | -2% | ? | 40%[activator][38.3 µM]
COc1ccc(N2CCN(C(=O)CCc3ccc(S(=O)(=O)NC(C)C)cc3)CC2)cc1 | -6% | 20%[10 µM] | -2% | -53%[inhibitor] | 1% | ? | 6%
COc1ccc(-n2c(=O)c(-c3cn(C)c4ccccc34)nc3cncnc32)cc1 | . | 21% | . | 0% | -4% | . | 0%
COc1ccccc1N1CCN(CC(O)COCc2cccs2)CC1 (configuration not stated) | 9% | -8%[10 µM] | 0% | 2% | 0% | . | 18%
O=C(Nc1nc2ccccc2[nH]1)C1CCN(S(=O)(=O)c2cccs2)CC1 | 16% | 0% | 5% | -66%[inhibitor] | -2% | -1% | 16%[38.3 µM]
CCOc1ncccc1C(=O)N(C)CC1COc2ccccc2O1 (configuration not stated) | -9% | -3% | 4% | -5% | -2% | -2% | 34%[activator][38.3 µM]
COc1ccc(CCN2C(=O)CC(N3CCOCC3)C2=O)cc1OC (configuration not stated) | -10% | 30%[10 µM] | 15% | 4% | 0% | -4% | 7%
CCCCSc1nc(C)cc(C)c1S(=O)(=O)c1ccccc1C | ? | -5% | ? | -27% | 2% | 21% | 18%[38.3 µM]
Cc1cc([N+](=O)[O-])nn1CC(=O)Nc1nccs1 | 2% | . | 8% | -8% | 2% | 13% | 3%
Cc1ccccc1C(=O)NN1CCOCC1 | 20% | . | 6% | 4% | -1% | -1% | -3%
Fc1ccccc1CN1CCCCCCC1 | -3% | -2% | -6% | -10% | 0% | 23% | 58%[activator][38.3 µM]
Cc1nn(-c2ccccc2)c(N2CCCC2)c1/C=N/n1cnc2scc(-c3ccccc3)c2c1=O | -23% | -21% | -1% | -12% | 1% | 6% | 32%[38.3 µM]
COc1ccc(N2CCN(Cc3nc(N)nc(N4CCCc5ccccc54)n3)CC2)cc1 | 26% | -27%[0.074 µM] | -3% | -12% | -2% | 0% | 2%[38.3 µM]
SMILES | HTT aggregate | HTT ATP protect | CBFb-RUNX1 inh | SMN2 splice enh | Luc counter | LMNA splice mod | IMPase Li inh
CCc1ccc(OCC(=O)O/N=C(\N)c2cccnc2)cc1 | -1%[9.22 µM] | 28%[10 µM] | 14% | . | . | . | .
CCC(=O)N1CCc2cc(S(=O)(=O)NC(C(=O)NCc3ccc(F)cc3)C(C)C)ccc21 (configuration not stated) | 3% | 4% | 13% | -11% | -7% | 4% | 4%[38.3 µM]
CN(C(=O)CSc1nc2ccc(Br)cc2c(=O)n1Cc1ccco1)C1CCS(=O)(=O)C1 (configuration not stated) | 1%[9.22 µM] | 6%[10 µM] | 3% | . | . | ? | .
Cc1nc(-c2ccc(NC(=O)/C=C\C(=O)O)cc2)cs1 | 10% | -6%[10 µM] | -1% | 14% | -2% | -2%[46 µM] | -1%
COc1cccc(NC(=O)NC2CCCc3ccccc32)c1 (configuration not stated) | 3%[9.22 µM] | -13%[10 µM] | 20% | . | . | . | 4%
N#C/C(=C/c1ccccc1[N+](=O)[O-])c1nnc2n1CCCCC2 | -9% | 2%[1.9 µM] | -1% | -14% | 2% | -14% | -1%
COCC1CCN(Cc2cn[nH]c2-c2cc(OC)c(OC)c(OC)c2)CC1 | -11%[9.22 µM] | 11%[10 µM] | -1% | . | -4% | 17%[46 µM] | 1%
Cc1oc(=O)c(NC(=O)c2cccc(Cl)c2)cc1C(=O)c1ccccc1 | -1% | 9% | 1% | 7% | -1% | ? | 1%[38.3 µM]
COc1ccc(NC(=O)CCC(=O)OCc2ccc(Br)cc2)cc1 | 19% | 25%[10 µM] | 9% | -7% | 11% | -8% | 1%
CC(C)(C)OC(=O)NCCCC1=CC2=CC(=O)C(C)(OC(=O)c3cccs3)C(=O)C2=CO1 (configuration not stated) | . | 4% | -6% | 0% | -11% | . | 13%
COc1ccc(CNC(=O)C2CCCN(c3nc4ccccc4o3)C2)c(OC)c1 (configuration not stated) | 3% | -3%[0.074 µM] | -1% | -20% | 1% | 9% | 2%[38.3 µM]
C=CCN(C(=O)CNC(=O)c1cccs1)C(C(=O)NC(C)(C)C)c1ccccc1 (configuration not stated) | 9%[9.22 µM] | -3%[10 µM] | -5% | 10% | 0% | . | 4%
CCOC(=O)NNS(=O)(=O)c1cc(Br)ccc1Br | 9% | -45%[inhibitor] | 3% | 6% | 1% | 10%[46 µM] | 4%
Cc1ccc(CNC(=O)CN(C)S(=O)(=O)c2cnc[nH]2)cc1 | 10% | . | 5% | 11% | 14% | -1% | -1%
COc1ccc(/C=C(/NC(=O)/C=C/c2ccccc2)C(=O)NCCCCCC(=O)O)cc1 | 0%[9.22 µM] | 19%[10 µM] | 2% | . | . | . | .
COc1ccc(NC(=O)c2sc3nc(Cc4ccccc4)cc(C(F)(F)F)c3c2N)cc1OC | 13% | . | 0% | -2% | -2% | ? | -9%
CCOC(=O)c1cn(CC)c2ccc(S(=O)(=O)N3CC(C)CC(C)C3)cc2c1=O (configuration not stated) | 22% | -9% | -4% | 2% | -2% | 19% | -4%[38.3 µM]
Cc1ccc(C(=O)COC(=O)CCC(=O)NC2CCCCC2)cc1C | 6% | 3% | -1% | 0% | -4% | -2% | 37%[38.3 µM]
CN(C)c1ccc(N=Nc2ccccc2C(=O)OCC(=O)N(C)c2ccccc2)cc1 | 8% | -42%[10 µM] | 1% | ? | -5% | ? | 12%
Cc1nnc2n(-c3ccccc3)c(=O)c3c4c(sc3n12)COC(C)(C)C4 | 5% | -15% | -7% | 8% | -1% | -3% | 4%[38.3 µM]
CCN(CC)c1ccc(C(=O)OCC(=O)Nc2sccc2C#N)cc1 | -5% | -13%[10 µM] | 2% | 10µM* | 5% | ? | 0%
CCCCNC(=O)N1CCN(S(C)(=O)=O)CC1 | 19% | -10% | -8% | 3% | -1% | -1%[46 µM] | -4%
